AGP1 TOR yeast: yeast TOR pathway AGP1-GFP modulation. GFP response vs DMSO, % at 10 µM. hit rate 0.02% among 320,000. S. cerevisiae AGP1-GFP multiplex flow cytometry, 3 h; GFP as percent of DMSO wells. AID 2066;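 active = GFP response relative to DMSO above a set limit, near screen average plus 3 SD, cut at about 150% in these data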;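 note: median GFP channel fluorescence of the gated AGP1 strain per well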
Fam108B inh: counter-screen for RBBP9 inhibitors: inhibitors of mouse Fam108B; recombinant Fam108B, FP-Rh probe fluorescence polarization; hit rate 0.33% among 300,000; inhibition, % at 9.51 µM;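 active = inhibition above the screen mean inhibition plus 3 SD, computed separately per campaign, cut at about 18% in these data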;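 note: inhibitors lower polarization as less probe binds the enzyme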
BCLXL inh: blocks human Bcl-xL binding to Bim BH3 peptide; GST-Bcl-xL / FITC-Bim BH3 peptide fluorescence polarization; AID 2129; Q07817; hit rate 0.7% among 320,000; inhibition, % at 10.9 µM;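 active = inhibition above the mean of all tested compounds plus 3 SD, cutoff set per campaign, cut at about 30% in these data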;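 note: 0% = DMSO wells and 100% = unlabeled Bim-BH3 peptide competitor; inhibitors lower millipolarization by displacing the labeled peptide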
Target sequence (Q07817 whole entry, looked up): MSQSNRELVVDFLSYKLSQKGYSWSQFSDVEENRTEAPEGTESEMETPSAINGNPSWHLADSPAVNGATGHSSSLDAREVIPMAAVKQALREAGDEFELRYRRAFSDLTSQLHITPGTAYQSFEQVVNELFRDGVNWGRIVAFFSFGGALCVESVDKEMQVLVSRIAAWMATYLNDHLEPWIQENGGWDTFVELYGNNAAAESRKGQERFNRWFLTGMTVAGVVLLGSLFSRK
MEX-5 binding: C. elegans MEX-5 TCR-2 RNA binding activity; Q9XUB2; MEX-5/FITC-TCR2 RNA binding, fluorescence polarization; stronger effect = lower value; activity score (negative = inhibition of binding), % at 10 µM; hit rate 0.38% among 300,000; AID 1832;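 active = inhibition past about -25% in most replicates, and total fluorescence under double the plate's negative control median, limit read from the data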;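 note: 0% = DMSO and -100% = 5 µM competing unlabeled TCR2 RNA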
Target sequence (Q9XUB2 whole entry, looked up): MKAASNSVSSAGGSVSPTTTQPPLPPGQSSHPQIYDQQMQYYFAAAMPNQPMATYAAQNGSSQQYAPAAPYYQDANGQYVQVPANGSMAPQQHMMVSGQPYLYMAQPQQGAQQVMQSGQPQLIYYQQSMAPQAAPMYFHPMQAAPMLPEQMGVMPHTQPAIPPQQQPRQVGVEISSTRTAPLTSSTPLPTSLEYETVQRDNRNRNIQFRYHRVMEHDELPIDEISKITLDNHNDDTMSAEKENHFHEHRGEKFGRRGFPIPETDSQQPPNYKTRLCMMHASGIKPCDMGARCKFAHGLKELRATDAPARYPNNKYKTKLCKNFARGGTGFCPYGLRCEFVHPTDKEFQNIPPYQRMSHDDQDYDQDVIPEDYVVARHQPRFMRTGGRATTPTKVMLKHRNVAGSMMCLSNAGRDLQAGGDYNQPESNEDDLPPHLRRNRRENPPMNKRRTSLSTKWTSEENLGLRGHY
CIT2 TOR yeast: modulators of TOR pathway CIT2-GFP in S. cerevisiae; S. cerevisiae CIT2-GFP strain, flow cytometry, 3 h; 100 means same as DMSO wells; GFP response vs DMSO, % at 10 µM; hit rate 0.065% among 320,000; AID 2029;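 active = GFP response relative to DMSO above a set limit, near the screen mean plus 3 SD, cut at about 150% in these data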;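 note: ratio of well median GFP fluorescence to mean of DMSO wells on the plate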
GLD-1 RNA inh: GLD-1-TGE RNA interaction inhibition (C. elegans) | AID 2280 | purified GLD-1 + fluorescein TGE RNA, fluorescence polarization | hit rate 0.44% among 320,000 | inhibition, % at 5.96 µM | Q17339;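 active = percent inhibition above a per-plate cutoff, the plate mean of test compounds plus 3 SD, cut at about 30% in these data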;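 note: 0% = DMSO wells with GLD-1 and probe and 100% = wells lacking GLD-1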
VLA-4 inh: inhibition in a human VLA-4 binding assay; inhibition, % (about 7 µM as worked out from the volumes in the protocol); VLA-4 expressing cells, ligand binding flow cytometry; hit rate 0.2% among 330,000; P13612; in the data active = inhibition above about 50%
MCL1-BIM inh: inhibitors of human MCL1 binding to BIM-BH3 peptide; hit rate 0.68% among 320,000; AID 2057; Q07820; inhibition, % at 10.9 µM; GST-MCL1 / FITC-Bim-BH3 fluorescence polarization;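 active = inhibition above the mean inhibition of all tested compounds plus 3 SD, set per campaign, cut at about 40% in these data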;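 note: 0% = DMSO wells and 100% = unlabeled Bim-BH3 peptide control; higher means more loss of mP so more displacement of Bim peptide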
Target sequence (Q07820 whole entry, looked up): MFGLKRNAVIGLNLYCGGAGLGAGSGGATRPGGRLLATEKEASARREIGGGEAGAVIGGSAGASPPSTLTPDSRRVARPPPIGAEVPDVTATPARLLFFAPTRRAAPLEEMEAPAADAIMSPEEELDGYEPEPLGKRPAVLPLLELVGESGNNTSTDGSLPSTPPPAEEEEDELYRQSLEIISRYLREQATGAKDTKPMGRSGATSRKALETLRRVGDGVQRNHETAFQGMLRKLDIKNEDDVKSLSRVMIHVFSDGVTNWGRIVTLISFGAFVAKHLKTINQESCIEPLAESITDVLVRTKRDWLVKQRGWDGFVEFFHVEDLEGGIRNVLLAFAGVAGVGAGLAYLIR
GRK2 inh: blocks RNA aptamer binding to human GRK2. P25098. hit rate 0.59% among 330,000. inhibition of aptamer binding, % at 10 µM. bead flow cytometry, FAM-aptamer displacement from GRK2;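 active = inhibition of aptamer binding above 40%, roughly 3 SD of noise, on plates passing a quality check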;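 note: median bead fluorescence of bound FAM aptamer so fluorescent compounds give negative values; no value below 0 was filed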
Active calls of the source: *; x = not tested or not shown.

SMILES | AGP1 TOR yeast | Fam108B inh | BCLXL inh | MEX-5 binding | CIT2 TOR yeast | GLD-1 RNA inh | VLA-4 inh | MCL1-BIM inh | GRK2 inh
CCc1nn2c(N3CCOCC3)cc(C)nc2c1-c1ccc(F)cc1 | 97 | -2 | 2 | 1.7 | 104 | 8 | -7 | 8 | 0
COc1ccc(OC)c(-c2csc(NC(=O)CSCc3c(C)noc3C)n2)c1 | 107 | -2 | -6 | -0.4 | 104 | 9 | 4 | -20 | 0
O=C(CN1CCN(Cc2ccccc2Cl)C1=O)N1CCCCCC1 | 99 | -1 | 1 | 1.0 | 92 | 7 | -6 | -2 | 2
O=C(CCCCCn1c(=S)[nH]c2ccc(Br)cc2c1=O)NCC1CCCO1 (centres undefined) | 115 | -12 | 6 | 1.4 | 110 | 7 | 9 | 2 | 11
CCOC(=O)C1CCCN(c2c(N3CCOCC3)c(=O)c2=O)C1 (centres undefined) | 102 | 1 | 4 | 0.2 | 95 | -4 | 4 | 0 | 4
O=C1[C@@H]2[C@@H]3C[C@@H]([C@H]4ON=C(c5ccc(Cl)cc5)[C@@H]34)[C@@H]2C(=O)N1c1ccc2c(c1)OCO2 | 103 | 1 | 1 | -0.2 | 96 | 2 | 1 | 1 | 2
CCC(C)C(NC(=O)/C(=C\c1ccccc1)NC(=O)c1ccc(OC)cc1)C(=O)O (centres undefined) | 103 | 1 | 2 | 0.5 | 97 | 2 | -10 | -4 | 0
CCN(CC)CCCNC(=O)c1cc2c(=O)n(CC)c3ccccc3c2s1 | 96 | -5 | 7 | 1.4 | 92 | -9 | 0 | 2 | 0
CC(CC(=O)NCCc1ccc(S(N)(=O)=O)cc1)c1ccccc1 (centres undefined) | 89 | -1 | 1 | 0.6 | 81 | 1 | 5 | 0 | 0
CCN1CCN(C(=O)c2ccccc2N(Cc2ccccc2)S(=O)(=O)c2ccc(C)cc2)CC1 | 98 | -4 | 7 | 2.0 | 93 | 8 | 4 | 3 | 1
CCCCN=C(C)c1c(O)c2ccccc2oc1=O | 96 | 0 | 7 | -0.8 | 109 | 3 | -12 | 8 | 0
Cc1ccc(-n2nc(C)c(NS(=O)(=O)c3ccccc3)c2C)cc1C | 108 | 1 | -1 | -3.0 | 103 | -3 | 0 | 4 | 1
COc1cccc2cc(C(=O)c3ccc([N+](=O)[O-])cc3)oc12 | 93 | 2 | -6 | 0.0 | 102 | 5 | 4 | 2 | 0
CC1Cc2nc(SCC(=O)Nc3ccc4c(c3)OCO4)n(-c3ccc(F)cc3)c(=O)c2S1 (centres undefined) | 98 | 9 | 14 | 0.4 | 101 | -2 | -13 | 5 | 2
CCCn1c(SCC(=O)NC2CCCCC2C)n[nH]c1=O (centres undefined) | 106 | -4 | -8 | 0.2 | 106 | 8 | -7 | -14 | 0
Cc1cccc(/C=N/NC(=O)c2ccc3c(c2)OCCO3)c1O | 90 | 4 | 5 | -1.9 | 88 | 7 | 11 | 7 | 1
CCN(CC)c1ccc(C(=O)c2ccccc2C(=O)O)c(O)c1 | 92 | 9 | 22 | -6.2 | 79 | 7 | -25 | 19 | 2
Cc1ccc(CNC(=O)Cn2c(=O)n(CC(=O)N3CCCCC3)c(=O)c3sccc32)cc1 | 101 | -1 | 6 | 1.6 | 95 | 1 | 13 | 6 | 0
CN(NS(C)(=O)=O)c1c(C#N)c(C(F)(F)F)nn1C | 100 | 2 | 0 | 0.1 | 105 | -1 | 1 | -8 | 0
O=C(CSc1ccc(-c2ccccc2)nn1)N1CCCc2ccccc21 | 99 | 2 | 2 | 1.2 | 99 | -3 | -3 | 3 | 0
N#Cc1cccc(C(c2nnnn2Cc2ccccc2)N2CCCC2)c1 (centres undefined) | 98 | -1 | 4 | 1.1 | 93 | -1 | 26 | 6 | 0
O=C(CSc1nc(Nc2ccccc2)nc(N2CCOCC2)n1)Nc1cc(Cl)ccc1O | 89 | x | x | 1.9 | 106 | x | -40 | x | 0
Cc1cccc(NC2=C(NCCO)C(=O)c3ccccc3C2=O)c1 | 101 | 6 | 4 | -2.2 | 101 | 0 | 4 | 3 | 0
COc1ccc(OC)c(C2NC(=O)c3sc(=S)n(-c4ccccc4)c3N2)c1 (centres undefined) | 102 | 2 | 11 | -1.3 | x | 9 | -6 | 10 | 0
COc1ccc(OC)c(N(CC(=O)N2CCCC2)S(=O)(=O)c2ccc(OC)c(OC)c2)c1 | 104 | -3 | 2 | 4.9 | 108 | 6 | 10 | 2 | 0
Cc1nc2ccc(NS(=O)(=O)c3c(F)cccc3F)cc2s1 | 97 | x | x | x | 105 | -10 | 3 | x | 2
Cc1ccc(NC(=O)CCC(=O)O)cc1F | 94 | -7 | 0 | -1.5 | 99 | 1 | 9 | 6 | 1
CN(C)CC/C=C1\c2cc(F)ccc2CSc2ccccc21 | 100 | -5 | 5 | 1.8 | 100 | 0 | 10 | 6 | 0
O=C(Cc1ccccc1)Nc1cccc(-c2nc3ncccc3o2)c1 | 101 | -1 | 6 | -0.9 | 87 | 10 | 8 | 3 | 4
COc1cccc(NC(=S)N(CCN(C)C)Cc2cccs2)c1 | 105 | -2 | -1 | 1.2 | 101 | 6 | 0 | -2 | 0
CCCCN1C(=O)CCC(C(=O)O)C1c1ccc(OC)cc1 (centres undefined) | 108 | 3 | 6 | 0.0 | 113 | -6 | -7 | 5 | 0
CC(COc1ccc(C(C)C)cc1)NC(=O)c1ccc(Br)o1 (centres undefined) | 95 | -4 | -1 | 0.8 | 97 | 0 | -18 | 0 | 1
Cc1nn(C)c(C)c1/C=N/NC(=O)CCn1cc([N+](=O)[O-])cn1 | 96 | 0 | 0 | 2.0 | 96 | 6 | 17 | 4 | 3
COc1ccc(-c2sc(Nc3ccccc3)n[n+]2-c2ccc(F)cc2)c(C)c1C | 87 | -2 | 4 | -0.3 | 76 | -2 | 14 | 8 | 0
O=C(CN1C(=O)c2ccccc2S1(=O)=O)NCCSCc1cccc(Cl)c1 | 93 | 3 | 5 | 0.0 | 94 | 4 | 11 | 2 | 0
COc1ccccc1-c1ccc(SCC(=O)NCc2ccc3c(c2)OCO3)nn1 | 96 | -3 | 8 | -1.8 | 90 | 0 | 2 | 0 | 1
Cc1ccc(CNS(=O)(=O)c2ccc(-c3cnc(C4CC4)o3)cc2)cc1 | 101 | -1 | 1 | -2.5 | 93 | -2 | 3 | 3 | 35
CCN1C(=O)N(c2ccc(C(C)=O)cc2)S(=O)(=O)c2ccccc21 | 102 | 0 | 5 | -0.5 | 108 | 9 | 0 | 8 | 0
O=C1c2ccccc2C(=O)C2OC12 (centres undefined) | 98 | 2 | 9 | -2.7 | 88 | 1 | 13 | 5 | 2
COc1ccc(Cc2nnc(NC(=O)c3ccc(OC)c(OC)c3)s2)cc1OC | 104 | -5 | 2 | -1.4 | 109 | -1 | -10 | 5 | 7
COC(=O)c1ccc(NC(=O)c2ccc3nccnc3c2)cc1 | 97 | -1 | 7 | -2.9 | 103 | 8 | 3 | 0 | 2
CCOC(=O)C1CCN(C(=O)c2cc3c(C)cc(C)cc3[nH]2)CC1 | 107 | -5 | 7 | 0.2 | 105 | -1 | 11 | 4 | 9
COc1ccc(/C(N)=C/C(=O)C(C)(C)C)cc1 | 99 | 15 | -2 | 1.2 | 89 | -5 | -3 | -1 | 0
COc1cc2c(cc1OC)CN(CC(=O)Nc1ccc(S(=O)(=O)N(C)C)cc1)CC2 | 99 | -2 | -9 | 3.1 | 106 | 3 | 2 | -13 | 1
O=C1NC(=O)/C(=C/C(=O)N2CCOCC2)S1 | 92 | 0 | 2 | 1.8 | 104 | -3 | -14 | -4 | 2
O=C(O)CCCc1ccc2c(c1)CCc1ccccc1-2 | 72 | 1 | 0 | 0.2 | 59 | -3 | 16 | -1 | 2
COc1ccc(C(=O)NC(=S)N2CCNC(=O)C2CC(=O)OC(C)C)cc1 (centres undefined) | 96 | 1 | 9 | 2.3 | 101 | 1 | 1 | 14 | 0
Cc1ccc(S(=O)(=O)Nc2cccc(S(=O)(=O)Nc3ccccc3C(=O)O)c2)c(C)c1 | 94 | x | x | x | 103 | 8 | 4 | x | 3
O=C(CCCC(=O)N(CC(=O)NC1CCCC1)Cc1ccccc1Cl)Nc1ccccn1 | 94 | 0 | 2 | -2.2 | 94 | 1 | -5 | -6 | 1
CC(C)C1Cc2c(sc3c2c(=O)n(-c2ccccc2)c2n[nH]c(=S)n32)CO1 (centres undefined) | 109 | -2 | -17 | -1.1 | 106 | 4 | -4 | -17 | 0
(further entries)
SMILES | AGP1 TOR yeast | Fam108B inh | BCLXL inh | MEX-5 binding | CIT2 TOR yeast | GLD-1 RNA inh | VLA-4 inh | MCL1-BIM inh | GRK2 inh
Cc1ccc(C)c(Nc2nc(N)c3ccccc3n2)c1 | 109 | -3 | 6 | -15 | 93 | 2 | 8 | 8 | 0
Cc1ccccc1N/C(SCc1ccc(Cl)cc1)=C(/C#N)C(=O)NCc1ccco1 | 103 | 1 | 6 | -2.4 | 101 | 2 | -3 | -1 | 5
CCCC[C@@H]1C=C(C(=O)O)[C@H](c2ccc(Cl)cc2)N1S(=O)(=O)c1ccc(C)cc1 | 80 | x | x | x | 75 | 1 | 39 | x | 2
CCC(C)NC(=O)CCC(=O)Nc1ccc2nc(N3CC(C)CC(C)C3)cc(C)c2c1 (centres undefined) | 106 | 3 | 3 | -2.8 | 105 | 2 | 2 | 0 | 0
CC(NC(=O)C(=O)NN=C1CCC(C(C)(C)C)CC1)c1ccccc1 (centres undefined) | 112 | 5 | 9 | -1.6 | 103 | -2 | 5 | 15 | 0
Cc1cc(C)c2nc(N3CCCC(C(=O)NCCCN4CCOCC4)C3)sc2c1 (centres undefined) | 98 | 3 | 7 | -2.4 | 92 | 6 | 18 | 2 | 0
CC1CN(Cc2csc(-c3ccc(Cl)cc3)n2)CC(C)O1 (centres undefined) | 102 | 0 | 3 | -1.1 | 98 | 9 | -4 | 5 | 0
CCC(=O)NC(c1cccs1)c1cc(Cl)c2cccnc2c1O (centres undefined) | 98 | 4 | 21 | 0.7 | 97 | -3 | -2 | 24 | 0
CC1c2ccsc2CCN1C(=O)NC(=O)c1ccc(Cl)cc1 (centres undefined) | 106 | 1 | 1 | -0.5 | 92 | -3 | -3 | 10 | 3
Cc1ccc(C(=O)N/N=C\C=C\c2ccccc2[N+](=O)[O-])cn1 | 97 | -2 | 3 | 3.1 | 100 | 6 | 3 | -2 | 3
OCC(CO)(CO)NCC(O)CN1c2ccccc2Sc2ccccc21 (centres undefined) | 80 | 4 | 4 | 3.2 | 95 | -1 | 0 | 3 | 0
O=C(CNC(=S)N(CCCN1CCOCC1)Cc1cccs1)NCCCN1CCOCC1 | 102 | -2 | 7 | 3.5 | 105 | -2 | 12 | 4 | 2

Quoted at random: 3 compounds from above, in no set order.
SMILES | AGP1 TOR yeast | Fam108B inh | BCLXL inh | MEX-5 binding | CIT2 TOR yeast | GLD-1 RNA inh | VLA-4 inh | MCL1-BIM inh | GRK2 inh
O=C1[C@@H]2[C@@H]3C[C@@H]([C@H]4ON=C(c5ccc(Cl)cc5)[C@@H]34)[C@@H]2C(=O)N1c1ccc2c(c1)OCO2 | 103 | 1 | 1 | -0.2 | 96 | 2 | 1 | 1 | 2
CN(NS(C)(=O)=O)c1c(C#N)c(C(F)(F)F)nn1C | 100 | 2 | 0 | 0.1 | 105 | -1 | 1 | -8 | 0
Cc1cccc(NC2=C(NCCO)C(=O)c3ccccc3C2=O)c1 | 101 | 6 | 4 | -2.2 | 101 | 0 | 4 | 3 | 0

Bioassay records (PubChem BioAssay)
